Assay outcomes from PubChem BioAssay.
FH mod – Identification of activators of human fumarate hydratase by quantitative high-throughput screening; Potency, µM (top dose mostly 79.9 µM), inactives show at the highest dose activity change, negative = inhibition, hits mostly inhibitors; FH coupled MDH/diaphorase resazurin fluorescence, 15 min; Fumarate hydratase, mitochondrial (Homo sapiens), P07954; AID 1347055, 2019; hit rate 0.22% among 54,000; further: potency means the concentration at half of the fitted maximal effect; on the % scale 0 is the no-effect control and ±100 the full control effect; the screen sought activators but most active calls are inhibition curves; nearly all actives have a fitted effect of over 45% in size
Target sequence (P07954 whole entry, looked up): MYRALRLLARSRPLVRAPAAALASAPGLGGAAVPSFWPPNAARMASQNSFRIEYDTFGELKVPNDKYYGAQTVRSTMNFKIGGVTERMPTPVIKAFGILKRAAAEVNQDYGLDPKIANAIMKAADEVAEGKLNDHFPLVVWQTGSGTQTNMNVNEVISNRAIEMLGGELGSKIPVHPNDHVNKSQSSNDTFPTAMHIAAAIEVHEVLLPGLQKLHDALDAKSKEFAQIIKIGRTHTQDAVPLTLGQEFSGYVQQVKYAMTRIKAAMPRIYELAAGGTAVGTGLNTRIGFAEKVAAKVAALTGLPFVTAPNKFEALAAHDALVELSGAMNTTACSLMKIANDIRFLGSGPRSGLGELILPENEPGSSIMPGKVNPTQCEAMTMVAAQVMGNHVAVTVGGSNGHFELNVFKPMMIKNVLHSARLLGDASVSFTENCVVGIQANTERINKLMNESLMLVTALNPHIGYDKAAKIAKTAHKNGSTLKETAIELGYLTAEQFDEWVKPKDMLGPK
TSG101-PTAP inh – TSG101-PTAP interaction inhibition, HIV-1 budding; 44,000 tested, under 10 active; Potency, µM (titrated, usually from 115 µM), for inactives: at the top dose activity change, negative = inhibition, hits mostly inhibitors; Q99816; Fluorescence polarization, FITC-PTAP peptide/Tsg101, 20 min; further: potency means the concentration at half of the fitted maximal effect; 0% is about no effect
Target sequence (Q99816 whole entry, looked up): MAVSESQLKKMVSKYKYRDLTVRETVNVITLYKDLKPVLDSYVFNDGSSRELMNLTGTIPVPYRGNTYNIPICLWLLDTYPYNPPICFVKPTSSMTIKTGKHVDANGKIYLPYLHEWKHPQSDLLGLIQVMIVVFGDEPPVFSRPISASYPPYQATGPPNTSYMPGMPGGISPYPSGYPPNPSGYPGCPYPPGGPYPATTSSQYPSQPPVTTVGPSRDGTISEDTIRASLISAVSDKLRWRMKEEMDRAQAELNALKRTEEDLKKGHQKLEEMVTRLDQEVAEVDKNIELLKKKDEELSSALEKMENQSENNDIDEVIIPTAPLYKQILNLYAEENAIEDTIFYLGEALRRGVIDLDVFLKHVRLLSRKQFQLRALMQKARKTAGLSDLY
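Steps: Tsg101 binding domain (10 uM final) in HEPES pH 7.5/NaCl/Tween 20/EDTA/TCEP; add compound; add FITC-PTAP peptide (50 nM final); incubate 20 min r.t.; read polarization.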
B2AR arrestin ag – beta-arrestin recruitment by human beta2-adrenergic receptor ligands | HTLA Tango cells, beta-arrestin recruitment, luciferase luminescence, 18 h | Potency, µM (doses to about 46.1 µM), without a hit: top-dose activation, actives largely listed as activators | 44,000 tested, under 10 active;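 further: potency means the concentration at half of the fitted maximal effect; 0% = DMSO and full agonism = EC100 isoproterenol or metaproterenol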
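Luminescence read-out: arrestin recruitment to recombinant beta2-AR releases tTA, inducing luciferase. Cells exposed 18 hr at 37 degrees C to up to 46 microM compound; %Activity from corrected signal, concentration-response curves classified by r2, magnitude and efficacy.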
p53null 32C tox – kills p53 null cells at the permissive temperature | Potency, µM (series often up to 46.1 µM), for the others: at the highest dose activity change, negative = cytotoxicity, hits mostly cytotoxic | hit rate 0.62% among 55,000 | AID 903 | H1299-neo p53 null cells, ATP luminescence, 24 h, 32C;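 further: potency means the concentration at half of the fitted maximal effect; 0% = DMSO only and -100% = full killing by 100 µM tamoxifen; nearly all actives have a fitted effect of over 55% in size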
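Overnight 37C seeding (600 cells/well) of H1299-neo preceded a 24 hr, 32C exposure to compounds up to 46 uM. ATP levels, read by luminescence after 20 min at RT, indicated surviving cells.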
NTMT1 inhibitor – blocks human N-terminal methyltransferase 1 activity | AID 1645870 | hit rate 2.5% among 59,000 | NTMT1 MTase-Glo SAH luminescence, purified enzyme | Potency, µM (top dose mostly 114 µM), for inactives: at the top dose activity change, negative = inhibition, most hits filed as inhibitors;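 further: potency means the concentration at half of the fitted maximal effect; plate controls were DMSO vehicle for no effect and no enzyme for full effect; nearly all actives have a fitted effect of over 65% in size; many of its hits are not listed in these tables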
Target sequence (Q9BV86 whole entry, looked up): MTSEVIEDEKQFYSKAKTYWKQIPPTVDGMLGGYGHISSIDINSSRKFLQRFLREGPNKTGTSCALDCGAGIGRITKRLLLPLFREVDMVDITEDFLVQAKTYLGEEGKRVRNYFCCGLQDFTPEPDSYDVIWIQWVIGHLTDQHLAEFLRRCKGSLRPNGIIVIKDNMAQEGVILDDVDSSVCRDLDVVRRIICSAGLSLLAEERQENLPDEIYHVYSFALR
GALK inh – inhibits human galactokinase; P51570; 44,000 tested, under 10 active; AID 1347072; Potency, µM (top dose mostly 57.5 µM), without a hit: at the top dose activity, negative = inhibition, most hits filed as inhibitors; recombinant GALK, Kinase-Glo ATP luminescence, 1 h;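 further: plate controls were full GALK reaction for no effect and reaction lacking GALK for full effect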
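Reactions with and without enzyme served as controls. GALK at 5 nM phosphorylates 100 uM galactose using 35 uM ATP (HEPES pH 8.0, Mg2+) for 1 h at RT, with luminescence read 10 min after adding Kinase-Glo Plus.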
p53null 39C kill – kills p53 null cells at the nonpermissive temperature | hit rate 0.97% among 55,000 | Potency, µM (top dose mostly 46.1 µM), for the others: at the top dose activity, negative = cell killing, most hits filed as cytotoxic | AID 904 | H1299 p53-null (neo) cells, 39C, ATPlite viability, 24 h;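 further: potency means the concentration at half of the fitted maximal effect; 0% = DMSO only and -100% = full killing by 100 µM tamoxifen; nearly all actives have a fitted effect of over 50% in size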
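Following overnight plating at 37C (600 cells/well), H1299-neo or H1299-p53A138V cells are dosed up to 46 uM. Incubation lasts 24 hr at 39C before ATP detection.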
The depositor's hits bear a star; ? = inconclusive; nt = no result given; [ ] = dose if it differs, or a comment. The call rests on the fitted dose curve; in most records, active means well fitted curve in the direction sought with a large enough effect; inconclusive means small, poorly fitted or top-dose-only effect, or another doubt; inactive means no such curve, though single readings can be large; an effect the other way counts as inactive or inconclusive.

Short keys: A = FH mod; B = TSG101-PTAP inh; C = B2AR arrestin ag; D = p53null 32C tox; E = NTMT1 inhibitor; F = GALK inh; G = p53null 39C kill
> Cc1ccc(NC(=O)C(=O)NCC(c2cccnc2)N2CCOCC2)cc1C (stereo unspecified)
  A: 5%; B: -1%; C: 0%; D: -20%; E: -4%; F: 1%; G: ?
> O=c1ccc(-c2ccccc2)nn1Cc1ccc(F)cc1Cl
  A: -17%; B: -7%; C: -1%; D: -11%; E: 0%; F: 7%; G: -15%
> COc1ccc(-c2nc(C)c(CCNC(=O)c3c(F)cccc3F)s2)cc1
  A: -4%; B: 1%; C: 0%; D: -6%; E: 5%; F: 1%; G: -19%
> CCC1CN(C(=O)N2CCC(C(=O)NCCN(CC)CC)CC2)c2ccccc2O1 (stereo unspecified)
  A: -4%; B: -5%; C: 0%; D: 38%[activator]; E: 0%; F: -3%; G: 19%
> CCCN(CCC)CC(O)Cn1cc(/C=C/C(=O)c2ccc(OC)cc2)c2ccccc21 (stereo unspecified)
  A: -28%; B: 3%; C: -4%; D: ?; E: -5%; F: 1%; G: ?
> COc1ccccc1-c1nn2c(=O)cc(CN3CCN(C(=O)Nc4ccc(C)cc4Cl)CC3)nc2s1
  A: -19%; B: -5%; C: 2%; D: 19%; E: 5%; F: -2%; G: -1%
> CCn1c2c(c(=O)n3ncc(C(=O)N4CCN(c5ccc(Cl)cc5)CC4)c13)CN(Cc1ccc(OC)cc1)CC2
  A: -23%; B: -2%; C: 0%; D: 11%; E: ?; F: -1%; G: ?
> CCS(=O)(=O)N1CCc2cc(C(=O)NCc3ccccc3)ccc21
  A: -17%; B: 3%; C: -2%; D: 4%; E: 5%; F: 2%; G: 14%
> Cc1cc(C)c(Cn2c3ccccc3c3cnn(CC(=O)NCCc4ccccc4)c(=O)c32)c(C)c1
  A: -2%; B: 3%; C: -2%; D: -10%; E: 14%; F: 3%; G: -8%
> COc1ccc(-c2nnc(SCC(=O)Nc3ccc(Cl)cc3)s2)cc1
  A: 0%; B: 2%; C: 0%; D: -9%; E: -1%; F: -1%; G: -9%
> Cc1cccc(CSc2nc(-c3cccs3)ccc2C#N)c1
  A: -8%; B: 1%; C: 1%; D: -8%; E: 4%; F: 0%; G: -14%
> O=C(NC(=O)c1ccc(F)cc1)Nc1ccc(-c2cc(C(F)(F)F)nn2-c2ccccc2)cc1
  A: -8%; B: -1%; C: -1%; D: -4%[9.22 µM]; E: 14%; F: -1%; G: -6%
> CC(C)OC(=O)c1ccc(Cn2nnc3sc4c(c3c2=O)CCCC4)cc1
  A: -9%; B: 16%; C: 0%; D: 5%; E: 2%; F: 2%; G: -1%
> Cc1cc(C)cc(NC(=O)CCc2c(C)nn(-c3ccc(N4CCCC4)nn3)c2C)c1
  A: nt; B: 0%; C: 1%; D: -6%; E: nt; F: 0%; G: -19%
> COc1cccc(Cn2c(CNC(=O)c3cc([N+](=O)[O-])ccc3Cl)nc3cccnc32)c1
  A: 5%; B: -4%; C: -1%; D: 6%; E: 6%; F: 2%; G: 48%[activator]

Arranged by length of the SMILES (largest number first): some entries from above.
Short keys: A = FH mod; B = TSG101-PTAP inh; C = B2AR arrestin ag; D = p53null 32C tox; E = NTMT1 inhibitor; F = GALK inh; G = p53null 39C kill
> CCCN(CCC)CC(O)Cn1cc(/C=C/C(=O)c2ccc(OC)cc2)c2ccccc21 (stereo unspecified)
  A: -28%; B: 3%; C: -4%; D: ?; E: -5%; F: 1%; G: ?
> CCC1CN(C(=O)N2CCC(C(=O)NCCN(CC)CC)CC2)c2ccccc2O1 (stereo unspecified)
  A: -4%; B: -5%; C: 0%; D: 38%[activator]; E: 0%; F: -3%; G: 19%
> COc1ccc(-c2nc(C)c(CCNC(=O)c3c(F)cccc3F)s2)cc1
  A: -4%; B: 1%; C: 0%; D: -6%; E: 5%; F: 1%; G: -19%

The list continues.
Short keys: A = FH mod; B = TSG101-PTAP inh; C = B2AR arrestin ag; D = p53null 32C tox; E = NTMT1 inhibitor; F = GALK inh; G = p53null 39C kill
> CCCc1cc(=O)[nH]c(SCc2nc(-c3ccccc3F)no2)n1
  A: ?; B: -2%; C: 0%; D: -1%; E: 13%; F: -3%; G: -6%
> CCOC(=O)c1cnc2ccc(OC)cc2c1Nc1ccc(OCc2ccccc2Cl)cc1
  A: -22%; B: -8%; C: 0%; D: 18%; E: 22%; F: -3%; G: 26%
> COc1cc(NC(=O)C2CCN(c3nnc(C)c4c(C)n(-c5ccccc5)nc34)CC2)cc(OC)c1
  A: -1%; B: -2%; C: 1%; D: 18%; E: -3%; F: 1%; G: 14%
> COC(=O)c1c(SC)nc2ccccc2c1OCc1ccc(Cl)cc1
  A: -16%; B: -10%; C: 0%; D: -7%; E: -10%; F: -2%; G: -19%
> COc1ccc(C(=O)NCC(c2ccc(N(C)C)cc2)N2CCCC2)c(OC)c1 (stereo unspecified)
  A: -1%; B: -8%; C: 0%; D: -11%; E: -8%; F: 0%; G: -8%
> O=C(NCCc1ccccc1)c1cc(-c2ccc(Cl)c(Cl)c2)on1
  A: nt; B: -1%; C: 1%; D: -1%; E: nt; F: 3%; G: -1%
> CCOC(=O)c1nnn(CC(=O)NC(=O)Nc2ccccc2F)c1C(=O)OCC
  A: -21%; B: -5%; C: 0%; D: 3%; E: -2%; F: -2%; G: 10%
> CCCCNc1nc2c(S(=O)(=O)c3ccc(C)cc3)nnn2c2ccsc12
  A: -1%; B: -15%; C: -1%; D: 8%; E: 10%; F: -5%; G: -4%
> Cc1ccccc1Cn1c2ccccc2c2cnn(CC(=O)N3CCC(C)CC3)c(=O)c21
  A: -17%; B: -10%; C: -1%; D: 35%[activator]; E: -20%; F: -2%; G: 25%
> COc1ccc(C(=O)N(c2ccc(C)cc2)S(=O)(=O)c2ccc(C)cc2)cc1
  A: -6%; B: 1%; C: 5%; D: 33%[activator]; E: -3%; F: 1%; G: 8%
> COc1ccc(S(=O)(=O)N(CCc2ccccc2)CC(=O)Nc2cc(C)cc(C)c2)cc1OC
  A: -23%; B: 22%; C: 0%; D: 8%; E: ?; F: 0%; G: 18%
> CCOc1ccc(CCNC(=O)c2ccc3c(c2)N(Cc2ccc(C)cc2)CCS3)cc1
  A: -16%; B: 1%; C: -1%; D: 4%; E: 1%; F: -1%; G: -2%
> Cc1ccc(C)c(NC(=O)N2CCN(c3nnc(C)c4c(C)n(-c5ccccc5)nc34)CC2)c1
  A: -6%; B: -1%; C: 0%; D: 0%; E: 3%; F: 4%; G: 5%
> O=C(CSc1ncc(-c2ccccc2)[nH]1)Nc1cccc(Br)c1
  A: -29%; B: 2%; C: -2%; D: 0%; E: ?; F: 0%; G: ?
> Cc1ccc(N(CC(=O)NCc2ccc(F)cc2)S(=O)(=O)c2c(C)nn(C)c2C)cc1
  A: 3%; B: -7%; C: 1%; D: 4%; E: -20%; F: 0%; G: -6%
> CCOC(=O)C1CCCN(C(=O)Cn2ncc3c4ccccc4n(Cc4ccccc4)c3c2=O)C1 (stereo unspecified)
  A: -11%; B: -6%; C: -2%; D: 4%; E: 8%; F: 1%; G: -14%
> CCCCOC(=O)c1ccc(Nc2ncnc3[nH]ncc23)cc1
  A: 2%; B: -1%; C: 0%; D: -11%; E: -4%; F: -3%; G: 33%[activator]
> CCN(CC)CCCNC(=O)CN1N=C(c2ccc(OC)cc2)CCC1=O
  A: -10%; B: 2%; C: 1%; D: 5%; E: 11%; F: -2%; G: -8%
> COc1ccc(Br)cc1CN1C(=O)c2ccccc2C1C(=O)NC1CCCCCC1 (stereo unspecified)
  A: -8%; B: 2%; C: 0%; D: 7%; E: 0%; F: 2%; G: -1%
> O=C(CN1CCSc2ccccc21)N1CCN(c2ccc(F)cc2)CC1
  A: -7%; B: 0%; C: -1%; D: -9%; E: 2%; F: -1%; G: -2%
> O=C(CC1N=C2c3ccccc3N=C(SCC(=O)Nc3cccc(C(F)(F)F)c3)N2C1=O)NCc1cccs1 (stereo unspecified)
  A: ?; B: 1%; C: 1%; D: 21%; E: 0%; F: 4%; G: -15%
> Cc1c(Cl)cccc1NC(=O)CCS(=O)(=O)c1ccc2c(c1)CC(C)N2C(=O)C1CC1 (stereo unspecified)
  A: nt; B: 0%; C: 0%; D: 6%; E: nt; F: 1%; G: -14%
> COc1ccc(OC)c(NC(=O)CSC2=Nc3ccccc3C3=NC(CC(=O)NCc4ccco4)C(=O)N23)c1 (stereo unspecified)
  A: -7%; B: -6%; C: -2%; D: 8%; E: 0%; F: 0%; G: 6%
> O=C(Nc1cccc(C(=O)OCc2cc(=O)n3nc(C4CC4)sc3n2)c1)c1ccccc1
  A: -11%; B: -6%; C: 0%; D: 0%; E: -6%; F: 1%; G: -10%
> COc1ccc(CN2C(=O)c3ccccc3C2C(=O)NCCc2ccccc2)c(OC)c1 (stereo unspecified)
  A: -5%; B: -2%; C: -2%; D: 3%; E: -14%; F: 5%; G: 0%
> COc1ccccc1-c1cc(C(=O)N2CCN(c3ccccc3)CC2)no1
  A: nt; B: -1%; C: -2%; D: 22%; E: nt; F: 0%; G: -2%
> COc1ccc(CCNC(=O)CN2C(=O)COc3ccc(S(=O)(=O)N4CCCC4)cc32)cc1OC
  A: 3%; B: -7%; C: -2%; D: 4%; E: 16%; F: -9%; G: -14%
> CCc1ccccc1NC(=O)c1cnn2c(C(F)(F)F)cc(-c3ccc(OC)c(OC)c3)nc12
  A: -6%; B: 13%; C: 0%; D: 2%; E: -12%; F: 2%; G: -3%
> COc1ccc(C2c3c(n(C)c4ccccc34)C(=O)N2CC(=O)Nc2ccc(C)cc2Cl)cc1 (stereo unspecified)
  A: -17%; B: 1%; C: 0%; D: 1%; E: 13%; F: 1%; G: 16%
> Cc1c(NC(=O)Nc2ccc(F)c(Cl)c2)c(=O)n(-c2ccccc2)n1C
  A: 7%; B: 0%; C: -2%; D: -1%; E: 8%; F: 3%; G: -4%
> CC(C)COc1ccc(C(=O)N2CCCCC2CCN2CCCCC2)cc1 (stereo unspecified)
  A: 2%; B: 0%; C: 0%; D: 7%; E: 4%; F: -13%; G: -13%
> Cc1ccc(C)c(Nc2nn3c(=O)c4ccc(C(=O)NCCc5ccccc5)cc4nc3s2)c1
  A: -1%; B: 1%; C: -1%; D: -9%; E: -6%; F: 0%; G: -16%
> COc1ccc(C)cc1NC(=O)C1CCN(S(=O)(=O)c2ccc3[nH]c(=O)oc3c2)CC1
  A: -4%; B: 0%; C: 1%; D: -9%; E: 10%; F: 4%; G: 4%
> COc1ccc(Cn2c(CNS(=O)(=O)c3ccc(C)c(C)c3)nc3cccnc32)cc1
  A: 1%; B: 1%; C: 0%; D: -7%; E: -4%; F: 2%; G: 15%
> CN(C)c1ccc(CNC(=O)CN2C(=O)CSc3ccc(S(=O)(=O)N4CCCC4)cc32)cc1
  A: -10%; B: 4%; C: 1%; D: -6%; E: ?; F: 3%; G: -20%
> Cc1ccc(CNC(=O)CCc2c(C)nc3nc(CNC(=O)OC(C)(C)C)nn3c2C)cc1
  A: 2%; B: 0%; C: -2%; D: 1%; E: 4%; F: 2%; G: -17%

Not all compounds are listed; the hit share may differ from the screen's.
